# Screening data as filed in PubChem BioAssay.
# ALDH1A1 inh: blocks purified human ALDH1A1 activity; P00352; Purified ALDH1A1, NADH fluorescence, propionaldehyde substrate; Potency, µM (series often up to 75.3 µM), for the others: top-dose activity, negative = inhibition, hits mostly inhibitors; 220,000 tested, 7.3% active; active = well fitted inhibition curve with a large enough effect, not every such curve was filed as active; inconclusive = small, poorly fitted or top-dose-only effect, or another doubt; inactive = no such curve, though single readings can be large or run the other way;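 also: plate controls were no enzyme wells and a reference inhibitor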
# Tau ThT inhib: blocks human tau fibril formation measured by thioflavin T | P10636 | recombinant tau K18 P301L (four-repeat tau fragment), heparin-induced fibrillization, ThT fluorescence | Potency, µM (highest dose often 57.4 µM), for inactives: top-dose activity, negative = inhibition, most hits filed as inhibitors | 270,000 tested, 2.1% active; also: % is scaled to controls: 0 for no effect and ±100 for the full control effect; nearly all actives have a fitted effect of over 55% in size
# Target sequence (P10636 561-689 P618L limits assumed): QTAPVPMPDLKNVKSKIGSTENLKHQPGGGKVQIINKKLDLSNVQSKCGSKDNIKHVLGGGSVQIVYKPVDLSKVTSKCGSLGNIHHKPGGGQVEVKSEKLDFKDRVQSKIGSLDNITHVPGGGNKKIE
#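 In this qHTS, human K18 P301L tau is incubated with compound and heparin for 6 hr at 37 C, and Thioflavin T fluorescence then reports fibril load.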
# SMN2 splice enh: enhancers of SMN2 splice variant expression; HEK293 SMN2-luciferase splicing reporter, luminescence, 30-36 h; 210,000 tested, 2.8% active; Potency, µM (doses to about 46.1 µM), inactives show at the highest dose activity change, positive = activation, hits mostly activators; also: % of control where 0% means no effect; nearly all actives have a fitted effect of over 55% in size
#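 qHTS luciferase splicing reporter: luminescence rises when SMN2 exon 7 is included in transfected HEK293 cells. Compound exposure lasted 30-36 h at 37C, with 4.5 mM final sodium butyrate as control, followed by a ONE-Glo read.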
# L3MBTL1 inh: inhibitors of human L3MBTL1 | Q9Y468 | AlphaScreen L3MBTL1–H3K9me1 peptide binding | Potency, µM (top dose mostly 57.1 µM), inactives show top-dose activity, negative = inhibition, usual class: inhibitors | 230,000 tested, 0.66% active; also: % is scaled to controls: 0 for no effect and ±100 for the full control effect; nearly all actives have a fitted effect of over 60% in size
# Target sequence (Q9Y468 whole entry, looked up): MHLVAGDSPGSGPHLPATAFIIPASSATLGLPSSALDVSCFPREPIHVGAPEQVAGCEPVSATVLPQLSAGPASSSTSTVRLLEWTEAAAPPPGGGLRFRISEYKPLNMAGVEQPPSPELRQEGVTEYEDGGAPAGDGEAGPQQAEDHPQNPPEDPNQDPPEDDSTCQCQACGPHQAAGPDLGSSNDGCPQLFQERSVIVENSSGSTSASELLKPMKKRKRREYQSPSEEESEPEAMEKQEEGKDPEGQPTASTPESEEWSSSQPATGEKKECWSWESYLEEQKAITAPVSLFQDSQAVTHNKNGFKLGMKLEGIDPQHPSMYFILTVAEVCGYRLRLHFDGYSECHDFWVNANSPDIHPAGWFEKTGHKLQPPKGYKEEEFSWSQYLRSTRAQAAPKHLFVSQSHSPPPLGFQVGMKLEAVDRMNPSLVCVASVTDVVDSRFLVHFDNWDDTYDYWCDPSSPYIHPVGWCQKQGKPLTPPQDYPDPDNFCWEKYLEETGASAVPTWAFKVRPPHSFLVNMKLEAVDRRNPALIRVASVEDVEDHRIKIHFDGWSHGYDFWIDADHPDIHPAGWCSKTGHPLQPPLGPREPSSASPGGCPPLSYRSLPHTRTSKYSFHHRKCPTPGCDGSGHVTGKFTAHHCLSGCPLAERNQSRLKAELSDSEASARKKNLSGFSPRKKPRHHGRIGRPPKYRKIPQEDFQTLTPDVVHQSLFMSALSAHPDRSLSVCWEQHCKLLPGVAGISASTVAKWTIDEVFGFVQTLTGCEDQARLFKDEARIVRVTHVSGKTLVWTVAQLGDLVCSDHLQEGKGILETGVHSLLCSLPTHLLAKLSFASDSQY
#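 First, the protein-peptide complex forms for 30 min at room temperature (L3MBTL1 50 nM, biotinylated H3K9me1 peptide 75 nM). Next, compounds are pin-transferred and incubated 30 min. Finally, AlphaScreen beads are added and read after 30 min.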
# KDM4E inh: JMJD2E (human) inhibition; B2RXH2; JMJD2E catalytic domain, FDH-coupled NADH fluorescence (FDH is formaldehyde dehydrogenase); Potency, µM (doses to about 57.1 µM), for inactives: top-dose activity change, negative = inhibition, hits mostly inhibitors; 230,000 tested, 1.6% active; AID 2147; active = well fitted inhibition curve with a large enough effect, not every such curve was filed as active; inconclusive = small, poorly fitted or top-dose-only effect, or another doubt; inactive = no such curve, though single readings can be large or run the other way;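 also: 0% = wells with enzyme and -100% = buffer wells without enzyme; nearly all actives have a fitted effect of over 50% in size; many of its hits are not listed in these tables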
# RECQ1 inh: blocks DNA unwinding by human RECQ1; P46063; Potency, µM (series often up to 57.3 µM), inactives show at the highest dose activity, negative = inhibition, usual class: inhibitors; 240,000 tested, 0.54% active; RECQ1 DNA unwinding, red fluorescence kinetic read;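 also: plate controls were vehicle for no effect and no enzyme for full effect; nearly all actives have a fitted effect of over 30% in size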
#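 50 nM RECQ1T1 preincubated 15 min with compound in Tris pH 8.0 buffer with MgCl2, DTT, Tween-20 and 2.5 ug/ml poly(dI-dC); started with 200 nM TAMRA/BHQ-2 forked duplex and 2 mM ATP. Unwinding read as fluorescence (525/598 nm), two reads 2 h apart.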
# LMNA splice mod: modulators of lamin A splicing. 200,000 tested, 0.01% active. Potency, µM (highest dose often 46.1 µM), inactives show top-dose ratio change, negative = inhibition, most hits filed as inhibitors. HeLa LMNA splicing GFP/RFP minigene ratio, 48 h; active = well fitted inhibition curve with a large enough effect in the signal ratio, with a control signal flat, not every such curve was filed as active; inconclusive = small, poorly fitted or top-dose-only effect, or effect the other way, or a change in a side signal; the % refers to the signal ratio; also: % is scaled to controls: 0 for no effect and ±100 for the full control effect
#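 Read-out is the ratio of GFP to DsRed2 object intensity, acquired by 488 nm laser-scanning cytometry on HeLa lamin A-EGFP minigene reporter cells. Compound incubation 48 hrs at 37 °C in Opti-MEM with 2% FBS; DMSO 0.5% final.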
# KinaseGlo FLuc: blocks Kinase-Glo luciferase, a counter-screen artifact; Kinase-Glo luciferase, ATP luminescence, 8 min; Potency, µM (titrated, usually from 38.3 µM), inactives show at the top dose activity change, negative = inhibition, most hits filed as inhibitors; 200,000 tested, 0.28% active; Q27757; also: % is scaled to controls: 0 for no effect and ±100 for the full control effect; nearly all actives have a fitted effect of over 60% in size
#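 Recombinant Kinase-Glo luciferase, 10 uM ATP (linear range), luciferin; imidazole pH 7.2 / KCl / MgCl2 / Tween / BSA buffer; 8 min RT; luminescence.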
# * hit, by the source's call; i = inactive; ? = inconclusive; . = not tested or not shown; & = joins results of further samples; [ ] = remark or other dose. Unless noted, calls follow the shape of the dose curve; as a rule, active = well fitted curve in the direction sought with a large enough effect; inconclusive = small, poorly fitted or top-dose-only effect, or another doubt; inactive = no such curve, though single readings can be large; an effect the other way counts as inactive or inconclusive. Potency is read from the fitted curve at half-maximal effect. A portion of the library, so the mix of outcomes need not match the whole.
SMILES,ALDH1A1 inh,Tau ThT inhib,SMN2 splice enh,L3MBTL1 inh,KDM4E inh,RECQ1 inh,LMNA splice mod,KinaseGlo FLuc
CC(C)C(=O)NC(=S)Nc1ccc(S(=O)(=O)N(C)C)cc1,-9%,1%,?,6%,2%,-4%,-1%,-3%
Cc1ccc(C(=O)NCC2CCCO2)cc1N1CCCC1=O (stereo not given),0%,1%,1%,-2%,1%,12%,-8%,-5%
COc1cccc(/C=N/NC(=O)c2cnn(-c3ccccc3)c2N)c1,.,-12%,.,3%,2%,-5%,.,.
CCCN(CC1CC1)C(=S)Nc1ccccc1F,-4%,3%,-46%,-3%,0%,10%,.,-2%
CC1OC(Nc2ccc(OC(F)(F)F)cc2)C(O)C(O)C1O (stereo not given),4%,-11%,-14%,8%,-2%,10%,7%,0%
CN=C1N[C@H](c2ccccc2)N(c2ccccc2)S1,1.3µM*,20µM*,.,.,7.9µM*,i,.,-19%
COc1ccccc1CN(C)CC(=O)Nc1ccc(Cl)cc1C(F)(F)F,?,9%,-13%,23%,-2%,-1%,-3%,0%
CCOc1ccc(C(C)=O)cc1CSc1nc(C)cc(C)n1,4µM*,-3%,.,49%[activator],-2%,-13%,.,-2%
CN1CCN(S(=O)(=O)c2ccc(Sc3nnc(-c4cccs4)n3-c3ccccc3)nc2)CC1,4%,-1%,-29%,4%[11.4 µM],8%,i,-4%,0%
Cc1cccc(N=Nc2c(C)[nH]n(C(N)=S)c2=O)c1C,18µM*,7.9µM*,?,24%,2%,i,.,-1%
Cc1ccc(Cn2nnc3c(=O)[nH]c(C4CCCN(C(=O)Nc5ccc(F)cc5F)C4)nc32)cc1 (stereo not given),?,-3%,-42%[inhibitor],-3%,8%,0%,10%,-3%
Cn1c(SCC(=O)Nc2nc3c(s2)CCCC3)nnc1-c1ccccc1,-7%,-23%,-11%,6%,3%,-1%,12%,0%
O=C1CSC(c2ccccn2)N1c1ccc(Cl)c(Cl)c1 (stereo not given),?,-15%,-33%[inhibitor],-10%,-4%,-2%,-14%,-2%
Brc1ccc(OCc2ccccc2)c(CNCc2ccncc2)c1,2µM*,-5%,-34%[inhibitor],3%,-4%,i,-2%[0.0737 µM],-2%
CCOC(=O)c1c(NC(=O)CSc2n[nH]c(N)n2)sc(CC)c1C,?,-9%,-5%,-5%,1%,0%,?,-4%
Cc1ccc(S(=O)(=O)NNC(=O)C(O)(c2ccccc2C)c2ccccc2C)cc1,6%,-5%,0%,8%,13%,-6%,-14%,-1%
C/C=C/C(=O)OCC(=O)Nc1ccccc1Br,1%,-6%,-4%,16%,1%,-1%,-3%[46 µM],-3%
O=C(/C=N/O)NCC1CCNCC1,-7%,-1%,-18%,-8%,2%,-3%,0%,-9%
CCOc1ccccc1NC(=O)Cn1nnc(C(=O)NCCc2ccc(OC)c(OC)c2)c1N,1%,-13%,13%,.,-12%,-6%,.,13%
O=C(NC1CCCC1)C(c1ccccc1)N(Cc1cccnc1)C(=O)Cc1cccs1 (stereo not given),-18%,-8%,.,16%,5%,-10%,.,-3%

# Exported as tab-separated lines: two of the compounds above.
canonical_smiles	ALDH1A1 inh	Tau ThT inhib	SMN2 splice enh	L3MBTL1 inh	KDM4E inh	RECQ1 inh	LMNA splice mod	KinaseGlo FLuc
CC1OC(Nc2ccc(OC(F)(F)F)cc2)C(O)C(O)C1O (stereo not given)	4%	-11%	-14%	8%	-2%	10%	7%	0%
CN=C1N[C@H](c2ccccc2)N(c2ccccc2)S1	1.3µM*	20µM*	.	.	7.9µM*	i	.	-19%

# (cont.)
SMILES,ALDH1A1 inh,Tau ThT inhib,SMN2 splice enh,L3MBTL1 inh,KDM4E inh,RECQ1 inh,LMNA splice mod,KinaseGlo FLuc
Cc1cccc(/C=N/N2CCN(c3ccccc3)CC2)c1,-3%,?,18µM*,-10%,9%,-11%,3%,-5%
COc1c(C)cc(C(=O)C2CCCN(Cc3cnc(N4CCOCC4)s3)C2)cc1C (stereo not given),-7%,-8%,-26%,-12%,-5%,i,.,3%
C/C(=C\C(=O)c1ccncc1)Nc1ccccc1O,2%,?,10%,1%,-11%,8%,?,-1%
Cc1sc2nc3ccc(N4CCCCC4)nn3c(=O)c2c1C,?,-9%,-17%,10%,1%,1%,-1%,-1%
CSc1cccc(NC(=S)N2CCC(N(C)C3CCCC3)CC2)c1,9%,-6%,2%,.,9%,3%,.,0%
COc1ccccc1C/C(N)=N/OC(=O)COc1cccc2ccccc12,?,3%,4%,52%[activator],5%,-3%,-7%,2%
Cc1nc2ccccc2n1C(=O)N(C)C,17%,8%,4%,-3%,-4%,i,.,0%
C/C(CC(=O)Nc1ccc(OCc2ccccc2)cc1)=N\NC(=O)C(=O)Nc1ccc(C)c(Cl)c1,14µM*,?,-17%,-4%,-12%,-5%,14%,-6%
CN(C)CC/C=C1/c2cc(F)ccc2CSc2ccc(F)cc21,8%,-7%,-5%,-15%,-5%,-14%,-9%,0%
Cc1oc(-c2cccc(Cl)c2)nc1CSc1nc2c(c(=O)[nH]1)CCC2,4%,7%,?,-3%,-3%,2%,?,1%
Cc1nc(SCC(=O)N2CCN(c3ccccc3)CC2)c2oc3ccccc3c2n1,40µM*,?,-39%[inhibitor],-7%,-1%,i,?,5%
O=C(Nc1ccc2nc(SCc3ccc(Cl)cc3)sc2c1)c1ccccc1C(=O)N1CCOCC1,?,-7%,-28%,-2%,2%,i,?,1%
O=C(c1ccco1)N1CCN(/C(=N/S(=O)(=O)c2cccs2)c2ccccc2Cl)CC1,?,-13%,12%,9%,2%,10%,1%,3%
O=c1[nH]c2ccc(S(=O)(=O)NCc3ccccc3)cc2[nH]1,7%,1%,3%,0%,4%,-1%,.,0%
COc1cccc(N2CC(C(=O)Nc3nnc(SCc4cccnc4)s3)CC2=O)c1 (stereo not given),?,?,-1%,-8%,2%,-10%,11%,0%
Cc1ccc(Nc2nc3ccccc3s2)c(C)c1,4%,-18%,2.5µM*,5%,-6%,i,?,-2%
COC(=O)c1cc(=O)cc(C(=O)OC)o1,-2%,-1%,-1%,3%,-1%,-1%,-5%,0%
CCC(=O)Nc1c(C(=O)Nc2cccc(OC)c2)oc2ccccc12,37%[activator],0%,14%,1%,.,-2%,1%,5%
Cc1cc(C)nc(Nc2ncc(O)n2-c2ccc(Br)cc2)n1,0%,-4%,-12%,1%,1%,i,.,4%
CCC(=O)Nc1ccc(C(=O)Nc2cccnc2)cc1,-5%,0%,?,3%,13%,-13%,10%,-1%
CCOc1ccc(C2CC(c3ccccc3C)n3ncnc3N2)cc1 (stereo not given),?,-5%,-15%,.,-4%,i,-2%,-1%
CCN(C(=O)COC(=O)c1cc(-c2cccc3ccccc23)nc2ccccc12)C1CCS(=O)(=O)C1 (stereo not given),?,-9%,-5%,4%,?,-12%,-18%,0%
Cc1nnc(NC(=O)c2ccccc2NC(=O)c2ccccc2)s1,.,-7%,.,9%,?,-2%,.,.
S=c1[nH]nc(-c2ccc(Cl)cc2)n1/N=C/c1cccs1,.,-4%,.,1%,4%,1%,.,.
Cc1nccn1C[C@@H]1CCc2c(c3ccccc3n2C)C1=O,-2%[20.9 µM],.,-7%[20.6 µM],.,0%[25.5 µM],-2%[25.9 µM],-3%,0%[17.1 µM]
COc1ccccc1C(=O)Nc1nc2nc(-c3ccccc3)cc(=O)n2[nH]1,?,8%&8%,-6%&0%,.,5%,i,11%,-3%
O=C(Cc1cccs1)NC1CCCC1,12%,-8%,.,11%,2%,9%,30%[46 µM],-2%
N/C(=N\OC(=O)c1cccc([N+](=O)[O-])c1)c1ccccn1,?,-22%,14µM*,?,2%,5%,-12%[46 µM],13µM*
CCn1c(SCC(=O)N2CCCc3ccccc32)nc2c1c(=O)n(C)c(=O)n2C,-10%,-6%,-9%,-1%,7%,i,-11%,0%
Cc1ccc2nc(-c3cccnc3)c(Nc3ccccc3C)n2c1,0%,-3%&-14%,-4%&-1%,.,?,-4%,?,7%
O=C(CSc1nnc(SCc2ccccc2)s1)N/N=C/C=C/c1ccco1,14µM*,?,-7%,28µM*,?,22µM*,-10%,-4%
CC(C)(C)OC(=O)N1CCC[C@H]1c1nnc(SC/C=C/c2ccccc2)o1,22µM*,-1%,.,45%[activator],-6%,i,?,.
COc1ccc(NC(=O)CN(C)CC(=O)Nc2ccc(N3CCOCC3)cc2)c([N+](=O)[O-])c1,-3%,?,-10%,.,-9%,-3%,.,0%
COc1cccc(OC)c1OCCNC(C)(C)C,0%,-5%,-3%,4%,-24%,-6%,15%,-4%
CCSc1nnc(NC(=O)c2cc(C)nc3ccccc23)s1,-8%,?,-4%,-2%,7%,-15%,3%,2%
CCN(CC1COc2ccccc2O1)C(=S)NCCCN(C)C (stereo not given),2%,5%,-26%,-6%,-2%,3%,17%[46 µM],-1%
COC(=O)CN(c1ccccc1F)S(=O)(=O)c1ccccc1,3%,-7%,.,.,-3%,-4%,5%,-3%
O=C(O)/C=C/C(=O)Nc1ccc(OC(F)(F)F)cc1Br,?,-12%,.,50%[activator],-18%,-8%,?,.
CN(C)c1ccnc(-c2ccccc2C(F)(F)F)n1,7%,0%,-2%,.,-10%,-11%,6%,-3%
COc1cccc(C(=O)c2c[nH]c(C(=O)NCc3cccnc3)c2)c1,-11%,7%,-39%[inhibitor],7%,-5%,-4%,5%[9.22 µM],2%
Nc1ncn([C@H]2O[C@@H](CO)[C@@H](O)[C@@H]2O)c(=O)n1,-3%[20.9 µM],.,-10%[20.6 µM],.,-4%[25.5 µM],0%[25.9 µM],?,3%[17.1 µM]
COCCn1c(N)c(N(Cc2ccccc2)C(=O)C2CCCCC2)c(=O)[nH]c1=O,6%,1%,-3%,-11%,-17%,-7%,3%[46 µM],-1%
O=C(CCC1CCCC1)N1CCN(C(=O)c2cccnc2)CC1,?,-3%,4%,.,-3%,i,-1%,-2%
O=C1CCC(=O)N1CCCCCc1nc(-c2ccccc2)no1,2%,11%,-4%,9%,-3%,-10%,?,0%
NC(=O)C1CCN(c2ccc(C(F)(F)F)cn2)CC1,-9%,-4%,-22%,.,?,0%,?,-1%
CC1C(Br)C(=O)NC(=O)N1Cc1ccccc1 (stereo not given),2%,13%,-5%,6%,15%,-4%,-16%[46 µM],-1%
